KCNQ2 inh: KCNQ2 potassium channel inhibitors, primary screen, cell-based, CHO-K1, FluxOR thallium flux, B-score (AID 2156); B-score at 10 µM; 310,000 tested, 1.1% active; 20 min; hits give low values; O88943;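 active = fluorescence ratio B-score at most minus 3 library SDs, with starting brightness B-score within 2 library SDs, cut at about -5.5 in these data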
Target sequence (O88943 whole entry, looked up): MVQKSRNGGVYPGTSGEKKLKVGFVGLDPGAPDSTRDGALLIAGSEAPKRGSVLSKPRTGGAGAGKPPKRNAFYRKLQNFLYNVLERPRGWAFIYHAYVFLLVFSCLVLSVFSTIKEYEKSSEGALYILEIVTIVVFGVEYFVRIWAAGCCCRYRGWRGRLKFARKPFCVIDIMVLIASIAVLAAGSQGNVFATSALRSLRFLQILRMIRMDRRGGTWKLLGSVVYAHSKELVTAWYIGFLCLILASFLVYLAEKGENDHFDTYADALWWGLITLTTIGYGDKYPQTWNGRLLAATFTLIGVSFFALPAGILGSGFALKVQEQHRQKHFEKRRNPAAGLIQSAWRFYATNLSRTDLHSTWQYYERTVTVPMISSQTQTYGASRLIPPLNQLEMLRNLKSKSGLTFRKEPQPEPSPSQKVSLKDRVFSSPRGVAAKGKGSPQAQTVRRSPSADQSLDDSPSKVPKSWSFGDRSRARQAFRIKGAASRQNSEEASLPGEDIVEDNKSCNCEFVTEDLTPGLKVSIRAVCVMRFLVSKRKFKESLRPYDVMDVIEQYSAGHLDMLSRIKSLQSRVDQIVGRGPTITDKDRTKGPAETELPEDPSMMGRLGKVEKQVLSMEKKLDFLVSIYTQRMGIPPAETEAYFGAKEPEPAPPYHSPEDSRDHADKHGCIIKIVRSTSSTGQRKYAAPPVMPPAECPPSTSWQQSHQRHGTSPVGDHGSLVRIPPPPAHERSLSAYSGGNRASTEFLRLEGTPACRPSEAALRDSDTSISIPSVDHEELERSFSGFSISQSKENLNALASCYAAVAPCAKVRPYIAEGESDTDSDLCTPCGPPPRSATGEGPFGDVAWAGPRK
CHT inh: inhibitors of human choline transporter CHT | Q9GZV3 | CHT-expressing cells, membrane potential dye, choline response; hits give low values | B-score at 10 µM | 310,000 tested, 0.86% active | AID 488975;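 active = B-score over 3 SD under the library average, and starting fluorescence ratio not unusually high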;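 note: choline stimulus applied at its EC90 after an EC20 pre-addition; B-score computed on integrated fluorescence ratio after choline addition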
Active calls of the source: *; i = inactive; / = not tested or not shown. An unsorted share of the library; 1.9% or so of the library scored in one or more.

SMILES	KCNQ2 inh	CHT inh
OCC[C@H]1C[C@@H](O)[C@H](O)[C@]2(CCc3ccccc3CO2)O1	/	i
O=C(CCNc1n[nH]c(=O)[nH]c1=O)N1CCOCC1	i	i
CCOc1ccc(C(=O)NCC(=O)N2CCN(c3ccccc3O)CC2)cc1	i	i
O=C(Nc1ccccc1C(=O)NC(Cc1ccc(O)cc1)C(=O)O)c1ccccc1 (stereo unspecified)	i	i
Cc1cc(NC(=O)c2c(Br)cnn2C)no1	i	/
Cc1ccc(Oc2nc(C(F)(F)F)nc3ccccc23)cc1	i	i
Cc1ccc(C(=O)NC2CCCc3ccccc32)o1 (stereo unspecified)	i	i
O=C(NCc1cccnc1)Nc1ccc(Cl)cc1Cl	i	i
COCCOC(=O)c1[nH]c2c(c1C)C(=O)CC(c1cccs1)C2 (stereo unspecified)	i	/
COc1ccc(N)cc1C#N	i	i
Cc1cc(CNC(=O)COc2ccc(C)c(C)c2)c2ccccc2n1	i	i
CCOc1ccc(N(CC(=O)NC2CC2)S(=O)(=O)c2ccc(C)cc2)cc1	i	i
COc1ccc(OC)c(S(=O)(=O)NC2CCCCC2)c1	i	i
OC(c1ccccc1)(c1ccccc1)c1ncc[nH]1	i	i
Cn1cnnc1Sc1ccc(/C=C(\CC(=O)O)c2nc3ccccc3s2)cc1[N+](=O)[O-]	i	i
COCCCNC(=O)CC1C(=O)N(Cc2ccccc2)C(C)c2nc3ccccc3n21 (stereo unspecified)	i	i
CC(=O)OCC(OC(C)=O)C(OC(C)=O)C(OC(C)=O)C(=O)Nc1cccc(C)c1 (stereo unspecified)	i	i
Cc1nn(C(C)C(=O)NC2C(=O)N3C(C(=O)O)=C(CSc4nnnn4C)CSC23)cc1Cl (stereo unspecified)	i	i
CCCCc1ccc(NC(=S)N2CCN(c3ccccn3)CC2)cc1	i	i
O=c1[nH]c(C2CCCN(S(=O)(=O)c3ccc(F)cc3)C2)nc2c1nnn2Cc1ccc(F)cc1 (stereo unspecified)	i	i
Cc1nc2ccccn2c1C(=O)N/N=C/c1ccc(CNC(=O)C(=O)Nc2ccccc2)o1	i	i
COc1cccc(OCCOCCOc2ccc(C)cc2[N+](=O)[O-])c1	i	i
CCCCCCCC1(C)NC(=O)N(c2ccccc2)N1 (stereo unspecified)	i	i
COc1ccccc1/C=C/C=N/n1c(-c2ccco2)n[nH]c1=S	i	i
COc1cccc(CNCCNC(=O)c2nonc2N)c1	i	i
CC1(C)CC(=O)C(C(=S)Nc2ccc(F)cc2)=C(NCCN2CCOCC2)C1	i	i
CCCOc1ccc(S(=O)(=O)Nc2ccccn2)c2ccccc12	i	i
COC(=O)c1ccc(C)c(NC(=O)CN(c2cc(OC)ccc2OC)S(C)(=O)=O)c1	i	i
COc1ccc(C2(c3ccc(OC(C)=O)cc3OC(C)=O)CC(c3ccccc3)NC(=S)N2)cc1 (stereo unspecified)	i	i
CCOc1ccc(/C=N/OCC(=O)Nc2cc(C)on2)cc1	i	i
O=C(NCc1ccc(Cl)cc1)c1cc(=O)[nH]c2ccccc12	i	i
CC(=O)Cc1nsc(NC(=O)c2ccc(-c3ccccc3Cl)o2)n1	i	i
NS(=O)(=O)c1ccc(CCNC(=O)CSc2ccc([N+](=O)[O-])cc2)cc1	i	i
Cc1cc(C)n(C2CC(=O)N(c3ccccc3)C2=O)n1 (stereo unspecified)	i	i
CCNC(=S)Nc1ccc(-c2nc3ccccc3[nH]2)cc1	i	i
Nc1n[nH]c(N)c1N=Nc1ccccc1	i	i
Clc1ccc(-c2nc3ccccn3c2CN2CCSCC2)cc1	i	i
CC(C)(C)N/C=C(\C#N)S(=O)(=O)c1ccc(Br)cc1	i	i
CCNC(=S)NNC(=O)c1ccoc1C	i	i
Cc1cccc(-n2c(C)cc(/C=N/O)c2C)c1	i	i
C1=C(CCNCC2CCCCC2)CCCC1	i	i
O=[N+]([O-])c1cccc(/C=N/Nc2ncc(Br)cn2)c1	i	i
COC(=O)C(CC(=O)c1ccc(Cl)cc1)c1ccc(C)cc1 (stereo unspecified)	-6.5*	i
CN1CCN(CCCNC(=O)c2ccc(/C=C3/Sc4ccccc4N(Cc4cccc(Cl)c4)C3=O)cc2)CC1	i	/
CCn1cc(C(=O)N[C@@H](CCSC)C(=O)NCCCn2ccnc2)c(=O)c2cc3c(cc21)OCO3	i	i
CCOc1ccc(CN2CCN(CCCn3cccn3)CC2CCO)cc1 (stereo unspecified)	i	i
CCOC(=O)/C(=N/Nc1ccccc1)N1CCCc2ccccc21	i	i
O=C(Nc1cc(C(F)(F)F)ccc1N1CCOCC1)c1cccnc1	i	i
CC[n+]1ccc(C)c2cc(SC(F)(F)F)ccc21	i	i
CN(C)S(=O)(=O)c1cccc(C(=O)Nc2ccc(N3CCOCC3)cc2)c1	i	i
CCCN1CCC(NC(=O)C2CCCCC2C(=O)O)CC1 (stereo unspecified)	i	i
CC(C)c1ccc(NC2CCCN(C(=O)CCc3cn[nH]c3)C2)cc1 (stereo unspecified)	i	i
CCOc1ccc(/C=N/NC(=O)c2cc3ccccc3cc2OC)cc1	i	i
O=c1cc(CSCc2ccc(Cl)cc2)[nH]c(=O)[nH]1	i	i
CCOC(=O)CSc1ncc(-c2cccc(Cl)c2)cn1	i	i
O=C(Nc1ccccc1)OC1CC2CC1C1CCCC21 (stereo unspecified)	i	i
CCCNC(=O)CC(NS(=O)(=O)c1ccc(OC)cc1)c1ccco1 (stereo unspecified)	i	i
CC(NC(=O)C(CC(=O)OC(C)(C)C)NC(=O)OC(C)(C)C)C(N)=O (stereo unspecified)	i	i
Clc1ccc(Cn2c(CN3CCCC3)nc3ccccc32)cc1	i	i
O=C(CSc1c2c(nc3cc(Cl)ccc13)CCCC2)NCc1ccco1	i	i

A portion of the results above, for reference:
SMILES	KCNQ2 inh	CHT inh
CN1CCN(CCCNC(=O)c2ccc(/C=C3/Sc4ccccc4N(Cc4cccc(Cl)c4)C3=O)cc2)CC1	i	/
CCn1cc(C(=O)N[C@@H](CCSC)C(=O)NCCCn2ccnc2)c(=O)c2cc3c(cc21)OCO3	i	i
CCOc1ccc(CN2CCN(CCCn3cccn3)CC2CCO)cc1 (stereo unspecified)	i	i
CCOC(=O)/C(=N/Nc1ccccc1)N1CCCc2ccccc21	i	i
O=C(Nc1cc(C(F)(F)F)ccc1N1CCOCC1)c1cccnc1	i	i
CC[n+]1ccc(C)c2cc(SC(F)(F)F)ccc21	i	i
CN(C)S(=O)(=O)c1cccc(C(=O)Nc2ccc(N3CCOCC3)cc2)c1	i	i
CCCN1CCC(NC(=O)C2CCCCC2C(=O)O)CC1 (stereo unspecified)	i	i
CC(C)c1ccc(NC2CCCN(C(=O)CCc3cn[nH]c3)C2)cc1 (stereo unspecified)	i	i
CCOc1ccc(/C=N/NC(=O)c2cc3ccccc3cc2OC)cc1	i	i
O=c1cc(CSCc2ccc(Cl)cc2)[nH]c(=O)[nH]1	i	i
CCOC(=O)CSc1ncc(-c2cccc(Cl)c2)cn1	i	i
O=C(Nc1ccccc1)OC1CC2CC1C1CCCC21 (stereo unspecified)	i	i
CCCNC(=O)CC(NS(=O)(=O)c1ccc(OC)cc1)c1ccco1 (stereo unspecified)	i	i
CC(NC(=O)C(CC(=O)OC(C)(C)C)NC(=O)OC(C)(C)C)C(N)=O (stereo unspecified)	i	i
Clc1ccc(Cn2c(CN3CCCC3)nc3ccccc32)cc1	i	i
O=C(CSc1c2c(nc3cc(Cl)ccc13)CCCC2)NCc1ccco1	i	i

The list goes on.
SMILES	KCNQ2 inh	CHT inh
COc1ccc(-c2nnc(SCC(=O)N3CCCC3)o2)cc1OC	i	i
COc1ccc(OCc2cccc(C(=O)Nc3ccc(CN4CCCCC4)cc3)c2)cc1	i	i
Cc1ccc(-c2ccc(CCC(=O)O)n2NC(=O)c2cccs2)cc1	i	i
CCSC1=C(C#N)C(c2ccc(Cl)cc2)C2=C(CCCC2=O)N1 (stereo unspecified)	i	i
CCOc1ccc(N2CC(C(=O)NCCc3ccc(OC)c(OC)c3)CC2=O)cc1 (stereo unspecified)	i	/
COC(=O)c1cc(C#N)c(N2CCN(C)CC2)nc1C	i	i
O=c1cc(-c2c(O)c3ccccc3n(Cc3ccccc3)c2=O)[nH][nH]1	-6.8*	i
CCn1cc(C(=O)NCCc2ccccc2)c(=O)c2cc(S(=O)(=O)N(C)C)ccc21	i	i
COc1ccccc1NC(=S)NCc1cccnc1	i	i
O=C(CSC1=NNC(c2ccccn2)S1)Nc1ccc(C(F)(F)F)cc1 (stereo unspecified)	i	i
Cc1ccccc1Oc1nc2c(C)cccn2c(=O)c1/C=C(\C#N)C(=O)Nc1c(C)n(C)n(-c2ccccc2)c1=O	i	i
Cc1c(CCC(=O)NCC(=O)NCC(=O)O)c(=O)oc2cc3oc4c(c3cc12)CCCC4	i	i
CCN(CC(=O)NCc1ccc(F)cc1)CC(=O)NC1CCCC1	i	i
O=C(CSc1ccc2ccccc2n1)N1CCC(c2noc3ccc(F)cc23)CC1	i	i
CCOC(=O)CN1C(=O)C(Sc2n[nH]c(-c3cccc(C)c3)n2)CCc2ccccc21 (stereo unspecified)	i	i
CCCCN1C(=O)CCC(C(=O)O)C1c1ccc(OC)cc1 (stereo unspecified)	i	i
COc1ccc(NC(=O)COc2ccc(/C=C/c3cc[n+](C)cc3)cc2OC)cc1	i	i
Cc1nc(NCc2ccco2)nc2c1C(=O)CC(C)C2 (stereo unspecified)	i	i
CN(c1ccccc1)c1nc(-n2ccnc2)nc(-n2ccnc2)n1	i	i
CNC(=O)C(=O)NCCN1CCN(S(=O)(=O)c2ccc3ccccc3c2)CC1	i	i
COc1ccc(C(=O)CSc2nnc(-c3ccc(S(=O)(=O)N4CCOCC4)cc3)o2)cc1	i	i
O=C(NNC(=O)c1cc(Cl)ccc1[N+](=O)[O-])c1csc(N2CCOCC2)n1	i	i
CCOc1ccc(C2=NNC(c3cccs3)=Nc3ccc(OC)cc32)cc1OCC	i	i
Cc1cccn2c(/C=N/OCc3cccc(F)c3)c(-c3ccc(Cl)cc3)nc12	i	i
CCC(=O)N1CCN(c2cc(N3CCN(C)CC3)c(F)cc2[N+](=O)[O-])CC1	i	i
CN1CCN(C(=O)/C=C/c2ccccc2)CC1	i	i
CCOC(=O)COc1cc2c3c(c(=O)oc2cc1C)CCCC3	i	i
CS(=O)(=O)c1ccc(Cl)c(C(=O)NCC2CCCCC2)c1	i	i
Cc1ccc(S(=O)(=O)N(Cc2cccc([N+](=O)[O-])c2)C(=O)N2CCN(C)CC2)cc1	i	/
COCCN(C(C)=O)c1nnc(-c2ccccn2)s1	i	i
CCOC(=O)c1cn(CC2CC2)c2cc(F)c(F)cc2c1=O	i	i
CCC(CC)C(=O)Nc1nnc(S(=O)(=O)N2CCCc3ccccc32)s1	i	i
Cc1ccccc1CNC(=O)C(=O)NCCC1CCCCN1S(=O)(=O)c1cccs1 (stereo unspecified)	i	i
Cc1cc(S(=O)(=O)NCc2ccco2)c(C)s1	i	i
COc1ccc(Cn2c(=O)oc3ccc(C)cc32)cc1OC	i	i
Nc1c(S(=O)(=O)c2cccc(Cl)c2)c2nc3ccccc3nc2n1/N=C/c1ccc(O)c(O)c1	i	i
Cc1ccc(N2CCN(/N=C/c3ccncc3)CC2)cc1	i	i
CCOc1ccc(NC2=CC(=O)CC(c3ccco3)C2)cc1 (stereo unspecified)	i	i
CCN(CC(=O)Nc1ccc(NC(C)=O)cc1)C(=O)c1oc2ccccc2c1C	i	i
COc1cc([N+](=O)[O-])ccc1NC(=O)CN(C)C	i	i
CCOC(=O)C1CCCN(Cc2cccs2)C1 (stereo unspecified)	i	i
Cc1cc(N2CCOCC2)nc2ccc(NC(=O)CCC(=O)N3CCN(c4ccccc4)CC3)cc12	i	i
COc1cc(C(=O)Oc2cccnc2)cc(OC)c1OC	i	i
O=C1N/C(=N/O)S/C1=C/c1cccnc1	i	i
COc1ccc(S(=O)(=O)NC2CCSc3ccccc32)cc1NC(C)=O (stereo unspecified)	i	i
C/C(=N/NC(=O)CNC(=O)c1ccccc1)c1ccc(C)cc1	i	i
O=C(N/N=C/c1ccc2c(c1)OCO2)c1ccc(COCC(F)(F)C(F)F)cc1	i	i
CCc1cccc(C)c1NC(=S)NCc1ccc2[nH]c(C)cc2c1	i	i
Cc1ccc(Oc2ccc(OCC(=O)NC(CC(C)C)C(=O)O)cc2)cc1 (stereo unspecified)	i	i
O=C(CSc1nc2c(cnn2-c2ccc(F)cc2)c(=O)[nH]1)N1CCCCCC1	i	i
CCn1cc(C(=O)NCCN(C)CCc2ccccc2)c(=O)c2cc(S(=O)(=O)N(C)C)ccc21	i	i
Cc1cc2oc(=O)cc(CN3CCN(S(=O)(=O)/C=C/c4ccccc4)CC3)c2cc1C	i	i
CCOc1ccccc1NC(=O)CCCc1ccc(OC)c(C)c1	i	i
NC(=O)CSc1nc2cc3c(cc2c(=O)n1CCCC(=O)NCc1ccc2c(c1)OCO2)OCO3	i	i
CC1(C)C(C=C(Cl)Cl)C1C(=O)N(Cc1cccc(Cl)c1)C1CCS(=O)(=O)C1 (stereo unspecified)	i	i
O=C(COC(=O)CCc1nc2ccccc2s1)Nc1ncc(Cl)cc1Cl	i	i
COc1ccc(C2=NN(C(=O)c3cccs3)C(c3ccccc3OC)C2)cc1OC (stereo unspecified)	i	i
CC(C)(C)c1nnc(N/N=C/c2ccc(O)cc2)n(N)c1=O	i	i
Cc1nn(-c2ccccc2)c(Cl)c1/C=N/Nc1nncc(=O)[nH]1	i	i
CC(C)N(Cc1nc2ccccc2[nH]1)C(C)C	i	i
(next part)
SMILES	KCNQ2 inh	CHT inh
CC(=O)/C(=N\Nc1ccc(Cl)cc1)Sc1nnc(-c2ccccc2)n1-c1ccccc1	i	i
CC(C)Oc1ccc(Cc2n[nH]c(=S)n2Cc2ccccc2)cc1Cl	i	i
Cc1ccnc2nc(C(=O)Nc3cc(Cl)ccc3N3CCOCC3)nn12	i	i
CCc1cccc2c(C(=O)C(NCCCOC)c3ccccc3)c[nH]c12 (stereo unspecified)	i	i
O=C(Cn1ncc2c([nH]c3ccccc32)c1=O)Nc1ccc(F)cc1F	i	i

Screens as filed in PubChem BioAssay.
